Bioassay records as filed in PubChem.
HCMV inh = qHTS Assay for inhibitors of the human cytomegalovirus (HCMV); activity change, negative = inhibition, % at 57.5 µM; actives 4.5% (n = 410,000); HFF cells, HCMV-luciferase reporter, 72 h; stronger effect = lower value; in the data active = activity change below about -60%; inconclusive = no clear call, values can overlap the other calls; inactive = above about -39%
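Compounds were evaluated in HFFs infected with an HCMV luciferase reporter virus (MOI 1 PFU/cell). Luciferase in lysates collected 72 h post infection served as the replication measure.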
Tb PYK inh = qHTS of Trypanosoma Brucei Inhibitors; pyruvate kinase (Trypanosoma brucei), Q57TT1; TbPYK enzyme, Kinase-Glo Plus ATP luminescence, 45 min; Potency, µM (series often up to 76.8 µM), for the others: at the top dose activity, negative = inhibition, usual class: inhibitors; actives 0.12% (n = 410,000); AID 624173, 2012; note: potency is the fitted concentration of half-maximal effect; nearly all actives have a fitted effect of over 50% in size
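Luminescence from Kinase-Glo Plus, added after a 45-minute room-temperature reaction, served as the end-point read-out. The enzyme and substrate were preincubated with compound before ADP (130 uM final) initiated turnover. Concentration-effect curves came from normalized qHTS data.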
Sm TGR block = qHTS Assay for the Inhibitors of Schistosoma Mansoni Peroxiredoxins; actives 3% (n = 360,000); AID 485364, 2010; Schistosoma mansoni thioredoxin glutathione reductase (TGR), Q962Y6; purified TGR, DTNB reduction, TNB absorbance 405 nm; Potency, µM (series often up to 114 µM), for the others: at the highest dose activity change, negative = inhibition, usual class: inhibitors; note: potency is the fitted concentration of half-maximal effect; nearly all actives have a fitted effect of over 60% in size
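First, TGR (20 nM dispensed) and NADPH were mixed with compound. Second, a 15 min room-temperature incubation followed. Third, further NADPH and then DTNB were added to start the reaction. Finally, TNB absorbance was monitored kinetically.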
AMA1 RON2 block = qHTS for Inhibitors of AMA1-RON; Towards Development of Antimalarial Drug Lead: Primary Screen; Plasmodium falciparum AMA1 (3D7) - RON2 peptide interaction; AlphaScreen AMA1-biotinylated RON2 peptide binding; Potency, µM (highest dose often 58.2 µM), for the others: at the top dose activity change, negative = inhibition, most hits filed as inhibitors; actives 0.2% (n = 360,000);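 note: potency is the fitted concentration of half-maximal effect; 0% = vehicle wells and -100% = peptide control; nearly all actives have a fitted effect of over 45% in size; some results filed as inactive show a strong effect at the top dose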
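AMA1 (3D7) with his tag at 25 nM final met compounds first, then biotinylated RON2 peptide at 25 nM; detection used donor plus acceptor beads, 10 µg/mL apiece, read by AlphaScreen after 30 min at room temperature.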
AmpC no deterg = qHTS Inhibitors of AmpC Beta-Lactamase (assay without detergent) | P00811 | AmpC nitrocefin hydrolysis, absorbance 480 nm, 0.0001% Triton | Potency, µM (highest dose often 57.1 µM), for inactives: at the highest dose activity change, negative = inhibition, most hits filed as inhibitors | actives 0.52% (n = 330,000) | AID 485341, 2010;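 note: potency is the fitted concentration of half-maximal effect; plate controls were no compound for no effect and no enzyme for full effect; nearly all actives have a fitted effect of over 20% in size; some results filed as inactive show a strong effect at the top dose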
Target sequence (P00811 whole entry, looked up): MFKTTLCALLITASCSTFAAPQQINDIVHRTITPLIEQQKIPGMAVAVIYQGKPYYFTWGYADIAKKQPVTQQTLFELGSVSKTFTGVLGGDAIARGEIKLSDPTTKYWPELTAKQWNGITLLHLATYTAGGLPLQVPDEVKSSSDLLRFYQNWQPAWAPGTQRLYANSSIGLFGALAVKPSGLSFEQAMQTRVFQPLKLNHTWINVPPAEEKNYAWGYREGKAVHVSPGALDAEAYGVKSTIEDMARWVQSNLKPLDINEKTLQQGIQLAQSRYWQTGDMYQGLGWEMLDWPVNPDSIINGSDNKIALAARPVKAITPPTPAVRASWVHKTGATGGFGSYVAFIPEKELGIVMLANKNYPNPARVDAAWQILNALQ
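AmpC (5.3 nM in the dispensed reagent) in 20 mM phosphate pH 7.0 with 0.01% (detergent screen) or 0.0001% Triton X-100 was preincubated with compounds for 15 min at room temperature. Nitrocefin was then added from an 800 uM solution, and hydrolysis was followed at 480 nm.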
AmpC inh detg = qHTS Inhibitors of AmpC Beta-Lactamase (assay with detergent); P00811; AmpC hydrolysis of nitrocefin, absorbance 480 nm, 0.01% Triton; Potency, µM (doses to about 114 µM), inactives show at the top dose activity change, negative = inhibition, usual class: inhibitors; actives 0.041% (n = 370,000); AID 485294, 2010;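 note: potency is the fitted concentration of half-maximal effect; 0% = no-compound wells and -100% = no-enzyme wells; nearly all actives have a fitted effect of over 25% in size; some results filed as inactive show a strong effect at the top dose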
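20 mM phosphate pH 7.0 + 0.01% (detergent screen) or 0.0001% Triton X-100; 5.3 nM AmpC reagent; cpd preinc 15 min RT; nitrocefin (800 uM stock) to start; A480 q20 s × 4 min; Activity was normalised to no-enzyme and no-compound control wells.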
LmPK inh = qHTS Assay for Inhibitors of Leishmania Mexicana Pyruvate Kinase (LmPK). Q27686. actives 0.37% (n = 290,000). purified LmPK, Kinase-Glo ATP luminescence, 1 h. Potency, µM (highest dose often 57.5 µM), inactives show top-dose activity change, negative = inhibition, usual class: inhibitors. AID 1721, 2009; note: potency is the fitted concentration of half-maximal effect
Target sequence (Q27686 whole entry, looked up): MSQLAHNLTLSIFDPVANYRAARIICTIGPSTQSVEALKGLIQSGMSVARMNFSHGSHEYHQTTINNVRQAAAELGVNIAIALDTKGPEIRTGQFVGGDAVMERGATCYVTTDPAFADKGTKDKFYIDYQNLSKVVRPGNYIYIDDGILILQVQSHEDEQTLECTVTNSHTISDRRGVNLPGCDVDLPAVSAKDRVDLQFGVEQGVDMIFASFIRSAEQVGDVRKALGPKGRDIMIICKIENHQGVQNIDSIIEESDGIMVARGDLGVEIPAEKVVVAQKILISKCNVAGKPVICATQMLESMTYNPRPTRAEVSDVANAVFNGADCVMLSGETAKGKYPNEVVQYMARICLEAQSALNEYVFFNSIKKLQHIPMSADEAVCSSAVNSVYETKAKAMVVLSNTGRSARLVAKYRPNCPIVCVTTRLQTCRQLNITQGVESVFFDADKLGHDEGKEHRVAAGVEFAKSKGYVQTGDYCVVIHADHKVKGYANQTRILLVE
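qHTS format; LmPK 0.1 nM; substrates PEP 0.5 mM and ADP 0.1 mM. One-hour room-temperature incubation, then coupled luciferase luminescence; 0.5 nM enzyme wells mark activation.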
* marks the source's active call; other numbers are inactive results; ? = inconclusive; . = no result given; & = joins results of further samples; [ ] = remark or other dose. Unless noted, calls come from the whole dose curve; as a rule, active = well fitted curve in the direction sought with a large enough effect; inconclusive = small, poorly fitted or top-dose-only effect, or another doubt; inactive = no such curve, though single readings can be large; an effect the other way counts as inactive or inconclusive. Unless noted, % is set by controls: 0 for no effect and ±100 for the full control effect. Rows were taken by chance (roughly 7.4% active in at least one column).

mol	HCMV inh	Tb PYK inh	Sm TGR block	AMA1 RON2 block	AmpC no deterg	AmpC inh detg	LmPK inh
Cn1c(=O)c2sccc2n2c(CCC(=O)N3CCN(c4cccc(Cl)c4)CC3)nnc12	12	5%	-1%	.	.	9%	.
Cc1c(CCC(=O)O)c(=O)oc2c(C)c3occ(-c4ccc(Br)cc4)c3cc12	-16	0%	-2%	-6%	-14%	-21%	8%
CCC(c1nnc(SC(C)C(=O)NC2CC2)n1-c1ccc(OC)cc1)N(C)C (stereo not given)	-34	2%	-2%	-6%[11.6 µM]	51%	3%	.
O=C(COc1cccc2ccccc12)NNC(=O)Nc1ccccc1	-38	8%	13%	34%[activator]	-46%	9%	3%
Cc1cc(C)cc(NC(=S)N2CCC(NC(=O)c3ccco3)CC2)c1	-34	-7%	3%	2%	-14%	-5%	-5%
NC(=O)C1CCN(C(=O)c2ccc(Cl)c(S(=O)(=O)NCc3ccco3)c2)CC1	-17	-2%	?	5%	-14%	0%	.
CCN1CCN(Cc2nc3cc(NC(=O)c4cccc([N+](=O)[O-])c4)ccc3n2CC)CC1	0	-3%	-1%	.	.	-12%	.
Cc1cc(C(=O)NCC23CC4CC(CC(C4)C2)C3)c(C)o1	.	.	.	.	-14%	-4%	-5%
O=C(CSc1nc(O)c(C/C=C/c2ccccc2)c(=O)[nH]1)Nc1cccc(F)c1	0	2%	-25%	.	.	-5%	.
C=CCn1c(=O)c2ccccc2n2c(SCC(=O)NCc3cccs3)nnc12	1	-13%	1%[11.4 µM]	0%	-17%	-4%	4%
O=C(CCN1CCCC1)Nc1ccccc1	35	-2%	5%	-3%	-11%	?	-1%
CCc1nc2ccc(C(=O)NCCOc3ccc(OC)cc3)cn2c1N(CCN(C)C)CC1CC1	-64*	2%	.	5%	.	.	.
COC(=O)c1c(C(=O)OC)c(-c2ccc(Cl)cc2)n2c1CS(=O)(=O)C2	-26	-19%	-11%	-4%	-14%	-3%	-1%
CC(C)[C@H](NC(=O)C1CCN(S(=O)(=O)c2ccccc2)CC1)C(=O)NCc1ccccn1	28	0%	8%	8%	16%	3%	3%
CC(=O)c1cccc(N(C(=O)CNC(=O)c2cccs2)C(C(=O)NCC2CCCO2)c2ccccc2)c1 (stereo not given)	8	-3%	-3%	-14%	19%	-14%	11%
Cn1c(=O)oc2cc(S(=O)(=O)NCc3ccc(F)cc3)ccc21	-12	-5%	-15%	7%	-18%	?	-14%
O=[N+]([O-])/C(Cl)=C1\NCCN1Cc1ccc(Cl)nc1	-23	-1%	0%	-7%	1%	2%	0%
CN(C)c1ncc(CN2CCC(CO)(CCCc3ccccc3)CC2)s1	-5	4%	2%	2%	31%	0%	0%
Cc1ccc(NC(=O)N2CCC(C(=O)NCc3ccccc3)CC2)cc1	27	-5%	-22%	7%	-10%	0%	4%
Cc1nc(N2CCC(C)CC2)c2oc3ccccc3c2n1	?	-3%	1%	-25%	61%[activator]	?	0%
CCN1C(=O)C2(C(C#N)=C(N)Oc3n[nH]c(COC)c32)c2ccccc21 (stereo not given)	-7	1%	-7%	2%	-9%	-12%	-2%
C=CCn1c(SCC(=O)Nc2cccc(S(N)(=O)=O)c2)nnc1C1CCCCC1	-19	?	3%	9%	-44%	0%	.
O=[N+]([O-])c1ccccc1S(=O)(=O)Nc1ccn(Cc2c(F)cccc2Cl)n1	37	0%	-7%	-3%	-30%	-11%	-3%
Cc1cccc(NC(=S)NCCc2ccc(F)cc2)c1C	-33	-1%	-2%	36%[activator]	-32%	-4%	4%
CCOc1ccccc1NC(=O)COC(=O)C(CC)c1ccccc1 (stereo not given)	2	0%	5%	8%	-21%	2%	1%
O=S(=O)(c1cccc(-c2nc3n(n2)Cc2ccccc2-3)c1)N1CCCC1	15	-15%	21%[11.4 µM]	-8%	-18%	-9%	13%
Cc1sc(NC(=O)c2ccco2)nc1-c1ccccc1	45	-8%	-14%	-2%	-14%	-9%	-10%
Cc1noc(C)c1C(=O)NC1CCCc2ccccc21 (stereo not given)	-13	2%	0%	0%	-2%	1%	2%
C=CCOC(=O)CC(NC(=O)c1ccccc1)c1ccccc1 (stereo not given)	2	0%	-5%	-10%	-17%	-6%	-4%
CC(=O)CSc1ncnc2scc(-c3ccc(F)cc3)c12	31	1%	.	-1%	-4%	2%	-3%
CC(=O)c1cccc(-c2ccnc3c2CC(C(=O)NCc2ccc(F)c(F)c2)O3)c1 (stereo not given)	29	3%	.	-11%	.	.	.
CN(C)Cc1csc(NC(=O)Nc2ccccc2Cc2ccccc2)n1	-20	-2%	.	49%[activator]	.	.	.
Cc1ccc(C)c(NC(=O)CSc2nncn3c2cc2sccc23)c1	?	3%	4%	.	.	8%	.
O=C(CNC(=O)c1ccc(S(=O)(=O)N2CCCCC2)cc1)N/N=C/c1ccco1	15	-3%	-17%	1%	-21%	1%	0%
O=[N+]([O-])c1ccc(C=NNC(=S)NN=Cc2ccc([N+](=O)[O-])cc2)cc1	-18	1%	.	72%[activator]	.	.	.
COc1ccc(-c2nc(NC(=O)c3cc(C(C)(C)C)nn3C)sc2C)cc1	.	-6%	12%[11.4 µM]	-16%	26%	-8%	15%
c1ccc(Cn2nnc3ccccc32)cc1	-22	-2%	3%	0%	-23%	0%	5%
CCOC(=O)c1cc2c(=O)n3ccccc3nc2n(CC2CCCO2)c1=NC(=O)c1cccc(C)c1 (stereo not given)	-4	-6%	0%	.	.	-5%	.
O=C(Nc1ccc(-c2csc(-c3ccccc3)n2)cc1)c1ccccc1	-101*	3%	0%	-9%	-32%	0%	-2%
CC1(C)[C@@H](O)CC[C@]2(C)[C@H]3C(=O)C=C4[C@@H]5C[C@@](C)(C(=O)O)CC[C@]5(C)CC[C@@]4(C)[C@]3(C)CC[C@@H]12	-35	-10%&-13%	-15%	-4%	-24%	-9%	0%

5 entries from above, arranged by count of non-hydrogen atoms, smallest number first.
mol	HCMV inh	Tb PYK inh	Sm TGR block	AMA1 RON2 block	AmpC no deterg	AmpC inh detg	LmPK inh
O=C(Nc1ccc(-c2csc(-c3ccccc3)n2)cc1)c1ccccc1	-101*	3%	0%	-9%	-32%	0%	-2%
O=C(CNC(=O)c1ccc(S(=O)(=O)N2CCCCC2)cc1)N/N=C/c1ccco1	15	-3%	-17%	1%	-21%	1%	0%
CC(=O)c1cccc(-c2ccnc3c2CC(C(=O)NCc2ccc(F)c(F)c2)O3)c1 (stereo not given)	29	3%	.	-11%	.	.	.
CC1(C)[C@@H](O)CC[C@]2(C)[C@H]3C(=O)C=C4[C@@H]5C[C@@](C)(C(=O)O)CC[C@]5(C)CC[C@@]4(C)[C@]3(C)CC[C@@H]12	-35	-10%&-13%	-15%	-4%	-24%	-9%	0%
CCOC(=O)c1cc2c(=O)n3ccccc3nc2n(CC2CCCO2)c1=NC(=O)c1cccc(C)c1 (stereo not given)	-4	-6%	0%	.	.	-5%	.

(further entries)
mol	HCMV inh	Tb PYK inh	Sm TGR block	AMA1 RON2 block	AmpC no deterg	AmpC inh detg	LmPK inh
N#CC1=C(N)NC(SCC(=O)O)=C(C#N)C12CCCC2	8	0%	-33%	-1%	-27%	-2%	4%
O=C(c1ccc(Br)cc1)N1CCN(CCc2ccncc2)CC1	-20	3%	0%	.	.	2%	.
Cc1ccc(NC(=O)NC(=O)CN2CCN(c3ccc(O)cc3)CC2)c(C)c1	-81*	?	?	-19%	7%	-9%	-7%
COc1ccc(N2CCN(c3ccc(-c4nc(-c5ccccc5C)no4)cc3[N+](=O)[O-])CC2)cc1	4	2%	-4%	.	.	-3%	.
Cc1nn(Cc2c(F)c(F)c(F)c(F)c2F)c(C)c1NC(=O)c1ccc(COc2ccccc2Cl)cc1	-5	0%	1%	-2%	-1%	4%	6%
Cc1ccccc1CS(=O)(=O)Cc1ccc(C(=O)NCCc2ccccc2)o1	-7&-12	0%&-7%	?	10%	14%	-1%&5%	1%
CCOC(=O)C1CCCN(C(=O)c2cc3ccccc3oc2=O)C1 (stereo not given)	-37	-5%	6%	5%	-10%[2.29 µM]	4%	2%
Cc1ccccc1C(=O)Nc1cc(-c2cc(C(C)(C)C)oc2C)nn1C	-63*	-2%	0%	-9%	84%[activator]	-7%	1%
Oc1ccc(-c2cn3ccccc3n2)cc1	72	2%	8%	0%	-4%	2%	22µM*
Cc1cc(S(=O)(=O)Nc2ccc(N3CCOCC3)cc2)ccc1Br	10	-1%	-2%	-18%	-43%	?	3%
CCCN(CC(=O)Nc1ccc(F)c(F)c1F)C(=O)c1ccc(=O)n(Cc2ccccc2)n1	5	-1%	0%	4%	56%	-7%	.
Cc1sc2ncnc(N[C@@H](Cc3ccccc3)C(=O)O)c2c1C	80	-1%	-4%	-5%	-25%	-1%	-18%
Cc1oc2c(CN3CCCCC3C)c(O)ccc2c(=O)c1-c1ccccc1 (stereo not given)	21	-9%	0%	5%	-54%	2%	1%
Cn1cc(S(=O)(=O)CC(=O)Nc2ccc(Br)cc2)c2ccccc21	-7	-12%	0%	-3%	-31%	-9%	10%
CC(C)CC(C(=O)OCC(=O)Nc1cccc(Cl)c1)N1C(=O)C2CC=CCC2C1=O (stereo not given)	-11	-2%	0%	-4%	18%	2%	1%
C[C@H](CO)N1C[C@H](C)[C@@H](CN(C)Cc2ccc(C(=O)O)cc2)Oc2c(NC(=O)Cc3ccccc3)cccc2C1=O	-24	-1%	.	3%	-22%	.	.
Cc1cc(=O)[nH]c(NN=C2CCC(C(C)(C)C)CC2)n1 (stereo not given)	?	-6%	3%	93%[activator]	-32%	5%	1%
Cc1cccc(Cc2nnc(CCC(=O)N3CCCCC3c3nccs3)o2)c1 (stereo not given)	?	-1%	8%	-7%	49%	1%	-1%
C=CCn1c(C)cc(C(=O)COc2ncnc3sccc23)c1C	40	-1%	-9%	-6%	-17%	-12%	-3%
